TTR transcr act = TTR transcription activation, primary screen | activation, % at 16.7 µM | AID 1117267 | SH-SY5Y TTR promoter Gaussia luciferase, luminescence; 100% = recombinant luciferase protein wells | hit rate 1.3% among 92,000;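 active = activation above the mean of all tested compounds plus 3 SD, cut at about 9.5% in these data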;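 also: cells exposed to compounds for one day before reading; 0% = median of all test compound wells on the plate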
Active calls of the source: *; & = joins results of further samples. These rows are one share of the data; rates above refer to the full screens.

Compound,TTR transcr act
COC(=O)C1=C(c2c(C)noc2C)C[C@@H]2CC[C@H]1N2C(=O)NC(C)C,1.8
COCCOC(=O)c1c(C)n(C)c2ccc(OC(=O)N(C)C)cc12,0.6
O=[N+]([O-])c1cccc(NP(=O)(Oc2ccccc2)Oc2ccccc2)c1,-1.6
O=C(c1cccn2c(=O)c3ccccc3nc12)N1CCC2(CC1)OCCO2,-1.3
O=C1C2CCCN2C(c2ccc(Cl)c(Cl)c2)N1c1ccccn1 (centres undefined),-1.1
CCOC(=O)c1c(C)n(CCOC)c2ccc(O)cc12,-0.2
Cc1cccc(OP(N)(=O)Oc2cccc(C)c2)c1,2.5
COc1ccc(N=Cc2c(O)n(Cc3ccccc3)c(=S)[nH]c2=O)c(OC)c1,-0.6
CCC1(CC)C(=O)NC(=O)N(c2ccccc2)C1=O,-0.1
Cc1ccsc1CNCCc1ccccc1F,1.5
OC(Cn1c2ccccc2c2ccccc21)C[n+]1cccc2ccccc21 (centres undefined),-1.6
CCOc1ccc(C2C(C#N)=C(N)Oc3c2c(=O)oc2ccccc32)cc1 (centres undefined),-0.9
O=C1/C(=C\c2cccnc2)N2CCC1CC2,0.3
Cn1c(O)c(C=NCCN2CCOCC2)c(=O)n(C)c1=S,4.5
Cc1nc2c(=O)n(C)c(=O)nc-2n(C)n1,-15
Cn1c(O)c(/C=N/N2CCOCC2)c(=O)n(-c2ccccc2)c1=S,0.4
CN(C)CC1CSCCC1(O)c1ccccc1Cl (centres undefined),2.1
Clc1ccc(N2CCNCC2)nn1,1.0
O=C(Nc1ccc(F)cc1)c1c(O)c2c(n(Cc3ccccc3)c1=O)CCCC2,6.8
Cc1cc(=O)oc2c(C)c(OCC(=O)N3CCN(Cc4ccccc4)CC3)ccc12,-2.4

In another format: 4 of the compounds above.
> CCC1(CC)C(=O)NC(=O)N(c2ccccc2)C1=O
  TTR transcr act = -0.1
> Cn1c(O)c(C=NCCN2CCOCC2)c(=O)n(C)c1=S
  TTR transcr act = 4.5
> CCOc1ccc(C2C(C#N)=C(N)Oc3c2c(=O)oc2ccccc32)cc1 (centres undefined)
  TTR transcr act = -0.9
> COc1ccc(N=Cc2c(O)n(Cc3ccccc3)c(=S)[nH]c2=O)c(OC)c1
  TTR transcr act = -0.6

(next part)
Compound,TTR transcr act
CN1CCN(/N=C/c2c(O)n(CCC3=CCCCC3)c(=S)[nH]c2=O)CC1,-0.4
CCC(=NCCc1ccccc1)c1c(O)[nH]c(=O)[nH]c1=O,-0.2
CC(C)(C)C1(CCO)C(=O)NC(=S)NC1=O,-0.2
Fc1cccc(-c2ccc3c(c2)CNCc2cnnn2-3)c1,0.9
Clc1cccc(NC2=NCCS2)c1,-0.5
COC(=O)C1C(c2ccccc2)CC2CCC1N2C (centres undefined),0.0
COc1ccc(-n2c(O)c(C(C)=Nc3ccc4c(c3)CCC4)c(=O)[nH]c2=O)cc1,-0.6
CC(C)Oc1ccc(CC2(CCc3ccncc3)C(=O)NC(=O)NC2=O)cc1,-0.8
Cc1ncoc1C(=O)NCC1=C(c2cccc3ccccc23)C[C@@H]2CC[C@H]1N2Cc1ccco1,-0.4
CCCCN1C(=O)/C(=C\c2ccco2)C(=O)N(CCc2ccccc2)C1=O,1.3
CCN(CC)C(=O)c1ccc(NC(=O)c2cccc(F)c2)cc1,1.2
Cc1cc(C=C(C#N)C#N)ccc1N1CCCC1,-0.3
CCN1CCN(S(=O)(=O)c2ccc(Cl)c(C(=O)Nc3ccc(C(=O)N(CC)CC)cc3)c2)CC1,-1.4
COC(=O)C1=C(c2ccccc2OCc2ccccc2)C[C@@H]2CC[C@H]1N2C(=O)NCc1ccc(N(C)C)cc1,-2.8
OC1(c2ccc(F)cc2)CC2CCC(C1)N2Cc1nnnn1C1CCCCC1 (centres undefined),23*
Cn1c(O)c(/C=C2\N=c3ccccc3=C2CCNC(=S)NC2CC2)c(=O)n(C)c1=O,13*
C(#CCN1CCOCC1)COCC#Cc1ccccc1,1.8
CCc1ccc(CN2CCN(C(=O)Cc3ccccc3)CC2)cc1,-0.8
O=C(c1cc2c(s1)CCCCCC2)N1CCC2(CC1)OCCO2,-1.7
CCCNc1oc(-c2cccc3ccccc23)nc1C#N,3.8
O=C(O)Cn1cc(C(=O)c2ccccc2)c2ccccc21,6.1
CN1CCC(O)(c2ccc(Cl)cc2)C(C(=O)c2ccc(Cl)cc2)C1 (centres undefined),0.3
CC(=O)Nc1nnc(CCN(CCc2nnc(NC(C)=O)s2)[N+](=O)[O-])s1,0.9
CC1CC(C)OP(=O)(OCCC#N)O1 (centres undefined),0.1
N#Cc1ccccc1NC(=O)CN1CC=C(c2ccccc2)CC1,-0.5
CCCCCn1c(=O)c(C(=O)Nc2ccccc2Cl)c(O)c2ccccc21,0.2
Cc1cc(C)cc(N2C(=O)NC(=O)/C(=C/c3cccn3-c3ccc(Cl)cc3)C2=O)c1,-0.7
CC1CC2C(C(O)CC3(C)C(O)CCC23)C2(C)CCC(=O)C=C12 (centres undefined),0.7
O=C1/C(=C\c2ccc(Cl)c(Cl)c2)N2CCC1CC2,-1.4
O=C(NCC(c1cccnc1)N1CCOCC1)Oc1ccccc1 (centres undefined),0.3
O=C(c1ccc(N2CC3CC(C2)c2cccc(=O)n2C3)c([N+](=O)[O-])c1)N1CCCC1 (centres undefined),0.0
CC(=O)OC1(c2ccc(C)cc2)CN2CCC1c1ccccc12 (centres undefined),3.6
CN(C)C(=O)Oc1cccc(-c2cn3cc(Cl)ccc3n2)c1,-0.3
COC(=O)C1=C(c2ccc(F)cc2F)C[C@@H]2CC[C@H]1N2C,5.4
Fc1ccc(CNC2CN3CCC2CC3)cc1 (centres undefined),8.4
N#CCCn1cc(C(=O)Nc2ccccc2Cl)c(-c2ccc(F)cc2)n1,3.0
c1ccc(N2C3C4CC(C5CCCC54)C32)cc1 (centres undefined),0.4
CNC(C)Cc1ccc(OC)cc1 (centres undefined),0.0
Cc1nc2ccccc2c(=O)n1-c1ccccc1[N+](=O)[O-],-0.1
CCC1CN1P1(=O)OCC(C)([N+](=O)[O-])CO1 (centres undefined),0.7
Cc1cccc(-n2c(-c3ccccc3)nc3ccccc3c2=O)n1,-1.1
NC1CC2CCCCC2CC1(O)c1ccccc1 (centres undefined),0.5
CCCCC/C(=N/O)c1c(C)[nH]c2ccccc12,1.1
CC1=C(O)C(=O)C=C2C1=CC=C1C2(C)CCC2(C)C3CC(C)(C(=O)O)CCC3(C)CCC12C (centres undefined),-6.9
COC(=O)C1=C(c2ccc(-c3ccccc3)c(F)c2)C[C@@H]2CC[C@H]1N2C(=O)NC1Cc2ccccc2C1,-2.4
COc1ccccc1CN1CCCC(C(=O)c2ccccc2OC)C1 (centres undefined),1.6
CCOC(=O)CC(SP1(=S)OCC2(CCCCC2)CO1)C(=O)OCC (centres undefined),4.2
CCC1CN(C)CCC1(OC(C)=O)c1ccccc1 (centres undefined),-1.0
CCOc1ccc(-n2c(O)c(C=Nc3ccc(NC(C)=O)cc3)c(=O)[nH]c2=O)cc1,-0.6
Cc1nonc1OCCNCCNc1ccc([N+](=O)[O-])c2cccnc12,1.7
Cc1cc(OCCCC(=O)NCc2cccs2)ccc1Cl,-2.1
COC(=O)C1=C(c2ccc(Cl)c(C(F)(F)F)c2)C[C@@H]2CC[C@H]1N2C(=O)N1CCC(O)(c2ccc(Cl)cc2)CC1,-0.9
CC12CNCC(C)(CNC1)C2O (centres undefined),0.5
CCc1ccc(-n2c(O)c(C(C)=O)c(=O)[nH]c2=O)cc1 (tested in a mixture with another compound),0.8
O=C(CCl)NCC1CCCO1 (centres undefined),-1.2
Cc1ccc(N2C(=O)NC(=O)/C(=C/c3cnc(-c4ccccc4)nc3)C2=O)cc1C,0.9
CS(=O)(=O)c1ccc(C2=C(CNC(=O)c3nccs3)[C@H]3CC[C@@H](C2)N3Cc2ccccc2)cc1,2.0
CN1CCN(CCC(=O)OC2CC3CCC(C2)N3C)CC1 (centres undefined),1.2
COc1cc(OC)c(C=O)c(OC(=O)N(C)C)c1,-0.3
COP(=O)(Sc1ccccc1)C(Cc1ccccc1)NC(=O)OCc1ccccc1 (centres undefined),-1.0

(next part)
Compound,TTR transcr act
Oc1ccccc1C1NCc2ccccc2-n2cccc21 (centres undefined),0.8
CCOP(=S)(OCC)Oc1cc(C)oc(=O)c1,-2.0
C[C@]12CC[C@H]3[C@@H](CCC4=CC(=O)CC[C@@H]43)[C@@H]1CC[C@@H]2O,-0.9
C=CCn1c(O)c(/C=N/NC(=O)c2ccncc2)c(=O)[nH]c1=O,2.4
O=c1[nH]c2ccccc2n1C1CCN(C(c2nnnn2-c2ccc3c(c2)OCCO3)C2CC2)CC1 (centres undefined),-4.0
COC(=O)C1=C(c2ccc(C(C)=O)cc2)C[C@@H]2CC[C@H]1N2C(=O)NCCOc1ccccc1Cl,1.1
CCCCn1c(O)c(/C=N/N2CCOCC2)c(=O)[nH]c1=S,-1.2
Cc1cccc(NC2=NCCCS2)c1,-1.0
COc1ccccc1CCNC1CCCCCC1,3.1
CCc1n[nH]c(CCN)n1,-1.6
CC=CC(C)=CC(C)C(=O)CC(O)CC1CC(=O)NC(=O)C1 (centres undefined),-1.9
CC1=C[C@@H]2c3cccc4[nH]cc(c34)C[C@H]2N(C)C1,-1.3
Cc1ccc2c(c1)cc1c(=O)n(CC(=O)N3CCC4(CC3)OCCO4)nc(C)n12,0.6
COC(=O)C1=C(c2ccc(Cl)c(C(F)(F)F)c2)C[C@@H]2CC[C@H]1N2C(=O)NC1CC1,-0.3
COP(=S)(OC)SCn1nnc2ccccc2c1=O,4.7
COc1cccc(C2(O)CCN(Cc3ccncc3)CC2)c1,0.7
Cc1ccc(-n2c(O)c(C=Nc3ccc(Br)cn3)c(=O)[nH]c2=O)cc1,0.6
O=C(c1ccccc1F)c1cn(CC(=O)N2CCCC2)c2ccccc12,3.0
CCCCC(=O)N/N=C/c1c(O)n(CCc2ccccc2)c(=O)[nH]c1=O,-1.0
COC(=O)C1=C(c2ccc(OC)c(OC)c2)C[C@@H]2CC[C@H]1N2C(=O)NCc1ccco1,1.1
O=C1CC[C@@]2(O)[C@H]3Cc4ccc(O)c5c4[C@@]2(CCN3CC2CC2)C1O5 (some centres undefined),-0.6&2.8
CC(C)OC(=O)C1C(c2ccc(I)cc2)CC2CCC1N2C (centres undefined),-0.9
O=S(=O)(c1ccccc1)N1Cc2ccccc2-n2nncc2C1,1.7
Cn1nnc(CC[N+](C)(C)C)n1,1.8
Nc1c(C(=O)NCc2ccco2)c2nc3ccccc3nc2n1Cc1ccc(F)cc1,6.6
O=C(Nc1ccc(F)cc1)N1Cc2ccccc2-n2nncc2C1,2.4
O=C(NC1CCCCC1)N1Cc2cc(N3CCOCC3)ccc2-n2nncc2C1,-0.4
COc1ccc(Cn2c(O)c(/C=N/NC(=O)c3ccccc3O)c(=O)[nH]c2=O)cc1,-0.3
Cc1ccc(NC(=O)c2ncn(CCCNCCN3CCOCC3)n2)cc1C,0.8
COc1ccc2nc3c(C)n(C)ccc-3c2c1,1.2
c1ccc(CN2CCN(Cc3ccc4ccccc4c3)CC2)cc1,1.8
O=C1NC(=S)N(c2ccccc2)C(=O)/C1=C/c1ccco1,0.9
COc1cc2c(cc1OC)CN(c1ccc([N+](=O)[O-])c(C(F)(F)F)c1)CC2,-1.7
O=[N+]([O-])c1cccc2c([As](=O)(O)O)cccc12,0.5
CC=C(C)C1(CCC)C(=O)NC(=S)NC1=O,0.9
CCCCCOc1ccc(C)cc1CN(CCCl)CCCl,-0.6
O=C(COc1ccccc1)NCCc1cnc[nH]1,-0.7
CC(=NCc1ccc2c(c1)OCO2)c1c(O)n(Cc2ccccc2)c(=O)[nH]c1=O,4.2
CCN(CC)C1=NC(=[N+](CC)CC)c2ccccc21,-0.9
O=C(O)C1C2c3ccccc3C(O)C1(C(=O)O)c1ccccc12 (centres undefined),-0.2
C=CCNC(=S)Nc1ccc(OC(=O)Nc2ccc(Cl)c(Cl)c2)cc1,0.5
NC(=O)CSP(=O)(c1ccccc1)c1ccccc1,2.1
CC1=C2CCC3C(CCC4=CC(=O)CCC43C)C2CC1 (centres undefined),-0.5
Cc1onc(-c2c(Cl)cccc2Cl)c1/C(N)=N/OC(=O)N(C)C,1.0
CCc1ccc(NC(=O)C(C)OC(=O)c2c(C)nn(Cc3ccccc3)c2Cl)cc1 (centres undefined),1.1
COC(=O)C1=C(c2ccc(F)cc2OCc2ccccc2)C[C@@H]2CC[C@H]1N2C(=O)NCC1CC1,1.3
CC(=O)OC1(Cc2ccccc2)CN2CCC1c1ccccc12 (centres undefined),-2.2
CC(C)OCC(O)CN1CC2C[C@@H](C1)Cn1c2cccc1=O (some centres undefined),0.7
COC(=O)C1=C(c2ccc(F)cc2OCc2ccccc2)C[C@@H]2CC[C@H]1N2C(=O)NCCNC(C)=O,1.3
O=C(CN1CCCC1)Nc1ccc(Cl)cc1C(=O)c1ccccc1,1.5
COc1cc(Br)c(CNCCc2ccc3c(c2)OCO3)cc1OC,0.9
Cc1ccccc1-n1c(O)c(C(c2ccncc2)c2c(O)n(-c3ccccc3C)c(=O)[nH]c2=O)c(=O)[nH]c1=O,2.0&1.9
CN1C[C@H]2CON(C)[C@H]2C[C@H]1c1cccc(Br)c1,4.8
Cc1cc(C)c(Cn2c(C(=O)O)c(C=O)c3ccccc32)c(C)c1,0.9
CCN1C(=O)C(=C2C=C(C)OC(C)=C2)C(=O)N(CC)C1=S,0.2
